INS-1E GSIS act = GLuc luminescence reporter in INS-1E cells, primary screen for activators of glucose-dependent secretion of insulin; INS-1E GLuc reporter insulin secretion, 2-3 h; activation, % at 16.6 µM; 370,000 tested, 0.61% active; AID 743287;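 active = lowest replicate activation of at least 40%, so every replicate reaches that level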;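 note: 0% = median of neutral control wells and 100% = median of IBMX positive control wells; some compounds called inactive have numbers as strong as hits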
FN deposit inh = fibronectin deposition inhibition; inhibition, % at 12.6 µM; AH1F fibroblasts, Alexa488-fibronectin deposition fluorescence, overnight; 350,000 tested, 0.086% active;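 active = mean inhibition across replicates of 30% or more, regardless of how many single replicates reach that level; inconclusive = mean under 30% yet at least half of replicates reach 30%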;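 note: positive control wells lacked labelled fibronectin entirely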
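Material: AH1F fibroblast monolayer depositing Alexa488-labelled fibronectin into matrix | Input: 10000 AH1F cells/well | Medium: DMEM plus 2% serum, read in PBS | Reagent: Alexa488-fibronectin, 24 nM final in well | Compound dosing: One dose per compound, pinned | Schedule: 1 h adhesion, overnight exposure | Measured by: Fluorescence at 485 nm excitation, 525 nm emission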
EWS-Fli inh = blocks EWS/Fli oncoprotein-driven transcription | A673 NR0B1-luciferase reporter, viability-normalised | inhibition, % at 12.6 µM | 350,000 tested, 0.67% active | AID 651661;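 active = mean inhibition of at least 50% after viability correction, with every replicate also passing that limit; inconclusive = mean reaches 50% but only one of two replicates passes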;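 note: firefly luciferase signal divided by Alamar Blue viability fluorescence both relative to DMSO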
PAX8 reporter = inhibitors of PAX8 transcriptional activity in RMG-I cells; RMG-I TPO-luciferase reporter, SteadyGlo, 24 h; inhibition, % at 12.6 µM; 360,000 tested, 1.2% active; AID 652154;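 active = mean replicate inhibition at least 60% with every replicate also reaching 60%; inconclusive = only one of the two criteria is met; inactive = mean below 60% and not all replicates reaching 60%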;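 note: luciferase light reporting Pax8 driven TPO promoter activity; plate controls were median of neutral control wells for no effect and mitoxantrone controls for full effect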
DENV2 CPE rescue = DENV2-induced cell death inhibition; CPE inhibition, % at 9.99 µM; DENV2-infected cells, cytopathic effect rescue, plate reader; AID 651640; 350,000 tested, 1.7% active; in the data active = CPE inhibition above about 20%, passing the limit was not always enough; inconclusive = no clear call, values can overlap the other calls; tested in BHK-21 cells;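 note: 0% = median of neutral control wells and 100% = median of positive control wells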
miR122 inh = inhibitors of miR-122 in Huh7 cells; AID 602342; activation (reporter increase), % at 12.5 µM; 340,000 tested, 0.3% active; Huh7 miR-122 Renilla luciferase sensor, 48 h; neutral wells = 0, positive control = 100;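 active = mean replicate activation score at least 90 and every replicate individually at or above 90; inconclusive = only one of the two criteria met; inactive = neither criterion met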;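 note: higher luciferase means less miR-122 activity so hits act as miR-122 inhibitors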
F508del corr = CFTR F508del correction in bronchial cells; 350,000 tested, 0.36% active; activity (quench increase), % at 7.58 µM; AID 720511; CFBE cells, YFP halide quenching; stimulated with forskolin plus potentiator P3; % fluorescence drop versus neutral controls;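 active = mean added fluorescence quench of at least 8% versus neutral control, with both replicates also reaching 8%; inconclusive = only one of the mean or replicate conditions met; inactive = mean below 8% and not both replicates reaching 8%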;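 note: cells transiently co-express mutant CFTR-F508del with the halide-sensitive YFP; corrector assay measuring rescue of mutant channel to the surface after 24 h compound exposure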
Starred values were filed as active, the others as inactive; ? = inconclusive; . = not tested or not shown; [ ] = another dose, or the depositor's remark.

structure	INS-1E GSIS act	FN deposit inh	EWS-Fli inh	PAX8 reporter	DENV2 CPE rescue	miR122 inh	F508del corr
CCc1sc(C(=O)NCCc2ccc(S(N)(=O)=O)cc2)cc1Br	2	7	6	-1	6	-1	4.5
COc1ccc(NS(=O)(=O)c2cc(NC(=O)c3cnccn3)ccc2N2CCCC2)cc1	5	-3	3	18	2	104*	.
CCOC(=O)c1cc2c(c(-c3cccc(-c4cc5ccccc5o4)c3)n1)[C@@H](CCO)N(S(=O)C(C)(C)C)C2 (stereo not given in full)	-31	5	1	6	-13	-2	-0.8
C[C@H]1CN([C@@H](C)CO)C(=O)c2cc(NC(=O)CCCCCC(=O)Nc3ccccc3N)ccc2O[C@@H]1CN(C)Cc1ccncc1	12	.	-4	.	0	-7[16.7 µM]	0.2
Cc1ccc(S(=O)(=O)N2CCC[C@H]2C(=O)OCc2cc(=O)oc3cc(C)ccc23)cc1	7	3	-1	.	11	-7	1.8
Cc1ccc(S(=O)(=O)N(C)C[C@@H]2Oc3c(NC(=O)c4cnccn4)cccc3C(=O)N([C@@H](C)CO)C[C@@H]2C)cc1	0	.	1	2	-2	5[16.7 µM]	-2.2
Cc1ccc(C(=O)Nc2ccccc2N2CCN(C(=O)C(C)C)CC2)cc1C	19	0	.	.	.	-2	.
CO[C@@H]1CN(C)C(=O)c2cc(NC(=O)C3CC3)ccc2OC[C@@H](C)N(Cc2cc(F)ccc2F)C[C@H]1C	-15	1	11	11	-5	.	2.7
Cc1ccccc1-n1nc2c(c1NC(=O)c1cc3ccccc3o1)CS(=O)(=O)C2	-6	7	2	16	-4	.	0.4
Cc1cccc(NC(=O)[C@@H](CC(C)C)NC(=O)[C@@H]2Cc3ccccc3CN2)c1	.	-6	-12	-6	1	-10	3.7
COc1cc(/C=N/NC(=O)CCn2nnc3ccccc32)ccc1O	23	-4	7	-5	3	.	-1.0
COc1ccc(C(=O)Nc2cc3c4c(c2)CC(=O)N4CCC3)cc1	2	-5	-39	-10	5	.	2.8
C/C(N)=C(/C#N)C(=O)COC(=O)CCC1CCCC1	.	-4	.	4	.	-8	.
CCOC(=O)C/C(N)=N/N(C)c1ncc(C(F)(F)F)cc1Cl	-8	-6	-3	-10	3	-1	-1.9
CC(C)CC(OC(=O)c1nsc(Cl)c1Cl)C(=O)NCC1CCCO1 (stereo not given)	13	8	2	19	-2	-9	-0.1
COCCN1Cc2cc(C(=O)OC)c3c(c2C1=O)c1cc(OC)ccc1n3S(=O)(=O)c1ccc(F)cc1	.	3	12	7	4	.	-0.2
CCCN(c1ccccc1F)S(=O)(=O)c1c[nH]c(C(=O)OC)c1	-15	29	.	-7	3	33	0.7
CC(C)C(NC(=O)OCc1ccccc1)C(=O)N1CCOCCOCCOCC1 (stereo not given)	0	0	15	9	-4	.	-4.3
CCCCN(C(=O)CCC(=O)Nc1cc(C)on1)C(C(=O)NC1CCCC1)c1ccccc1OCC (stereo not given)	-17	-2	-8	7	6	-3	2.0
Cc1ccc(S(=O)(=O)NCC[C@@H]2CC[C@H](NC(=O)C3CCOCC3)[C@H](CO)O2)cc1	-5	-3	4	-2	-4	.	0.8
Cc1noc(C)c1NC(=O)Nc1ccc2c(c1)C(=O)N([C@H](C)CO)C[C@H](C)[C@H](CN(C)S(=O)(=O)c1ccccc1)OCCCC[C@H](C)O2	-7	-1	1	-9	-9	-4[16.7 µM]	0.5
CC1(C)N=C(N)NC(Nc2ccc(Cl)cc2)=N1	.	2	7	-1	0	-9	0.4
CC1(C)CC(=O)/C(=C(\O)CCCN2C(=O)c3ccccc3C2=O)C(=NCC(=O)O)C1	-20	2	-4	-3	-1	-6	-3.6
CSc1nc2nc3c(cc2c(=O)[nH]1)C(O)Oc1ccc(C)cc1-3 (stereo not given)	-1	.	-1	10	.	.	-1.6
CCN(CC)CCCNC(=O)c1cc2c(-c3cccc(OC)c3)nn(C)c2s1	-4	3	16	1	9	.	-1.7
CCCCn1c(N)c(N(CCOC)C(=O)CSc2nnc(-c3ccc(F)cc3)n2N)c(=O)[nH]c1=O	-4	-1	-3	6	-3	1	-1.4
COc1cc(C(C)=O)ccc1OC(C)C(=O)Nc1ccc(S(=O)(=O)N2CCCC2)cc1 (stereo not given)	20	6	4	13	-1	.	1.5
COc1ccccc1NS(=O)(=O)c1ccc(C)c(NS(=O)(=O)c2cc(NC(C)=O)ccc2OC)c1	0	4	-8	-1	1	10	-1.2
COc1ccc(C(=O)N/C(=C\c2cn(C)c3ccccc23)C(=O)NCCCn2ccnc2)cc1OC	-2	4	.	41	3	.	-1.2
O=C(COC(=O)c1ccc(Cl)nc1)Nc1ccc(N2CCOCC2)cc1	1	-4	-9	-3	?	-6	1.3
COc1cc(C(=S)N2CCOCC2)ccc1OC(=O)c1cc([N+](=O)[O-])c(C)c([N+](=O)[O-])c1	52	0	0	-10	-2	-7	.
Cc1cc(Sc2nccn2C)ncc1[N+](=O)[O-]	-1	4	-2	2	.	.	0.9
Cc1ccc(Cc2cc(C)n[nH]c2=O)cc1	5	10	16	34	10	-2	0.5
O=C(NCCOc1cccnc1)C1CCC(=O)N(Cc2ccccc2F)C1 (stereo not given)	14	.	.	-1	-16	.	-1.5
O=C(Nc1ccc(F)cc1)NC1CCCCCCC1	12	8	-122	-171	-7	4	-0.7
CN(C)c1ccc(/C=N/n2c(-c3cccnc3)n[nH]c2=S)cc1	-4	-8	3	-22	.	.	4.4
CCOC(=O)CC1(O)CSc2nc(N)cc(=O)n21 (stereo not given)	4	7	-6	9	17	.	1.6
CCC(=O)NCC(c1cccs1)S(=O)(=O)c1ccc(C)cc1 (stereo not given)	7	-19	-5	-4	2	8	0.4
CCCCN1CC(N2CCN(CCN(C)C)CC2)CS1(=O)=O (stereo not given)	30	.	3	-39	2	-1	-1.1
Cc1ccc(S(=O)(=O)N2CC=C(C(=O)NCc3ccccc3)CC2)cc1	1	-4	1	-7	-2	3	0.4
COc1ccc2c3n(nc2c1)CCN=C3c1ccc(C)cc1	0	1	-1	11	-9	-1	1.9
Cc1noc(C)c1NC(=O)Nc1cccc2c1O[C@H](CN(C)C(=O)Nc1c(C)noc1C)[C@@H](C)CN([C@@H](C)CO)C2=O	10	.	-19	-22	-2	-2[16.7 µM]	0.6
C[C@@H]1CN([C@@H](C)CO)S(=O)(=O)c2ccc(C#CCC3CCCC3)cc2O[C@H]1CN(C)C	-17	23	27	.	0	-10[16.7 µM]	-0.2
COc1ccc(CCN2CC(C(=O)N(C)Cc3c(C)n[nH]c3C)CCC2=O)cc1 (stereo not given)	6	-30	6	11	7	0	-2.4
COc1ccc(-c2nc(CN3CCC(C(=O)NC4CCN(Cc5ccccc5)CC4)CC3)c(C)o2)cc1OC	22	-18	2	13	0	-8	-0.9
COC(=O)C1=CN(Cc2ccc(F)cc2)C=C(C(=O)OC)C1c1ccc(O)c(OC)c1	5	-3	14	24	2	0	3.0
O=C1NC2(CCCCCC2)C(=O)N1Cc1ccccc1F	3	-6	5	5	17	3	-0.4
O=C(CSCC(=O)Nc1cccc([N+](=O)[O-])c1)Nc1ccccc1	-1	-5	.	3	.	.	.

Looked up above:
COc1ccc(CCN2CC(C(=O)N(C)Cc3c(C)n[nH]c3C)CCC2=O)cc1 (stereo not given) in DENV2 CPE rescue: 7
O=C1NC2(CCCCCC2)C(=O)N1Cc1ccccc1F in EWS-Fli inh: 5
COC(=O)C1=CN(Cc2ccc(F)cc2)C=C(C(=O)OC)C1c1ccc(O)c(OC)c1 in miR122 inh: 0

Later entries.
structure	INS-1E GSIS act	FN deposit inh	EWS-Fli inh	PAX8 reporter	DENV2 CPE rescue	miR122 inh	F508del corr
Cc1ccc(C(=O)COC(=O)c2ccc(O)cc2)cc1	14	-1	-87	-232	0	.	2.8
C1CCc2c(nc3nnnn3c2NCC2CC2)C1	.	3	-1	5	4	7	-0.2
O=C(NC(=S)Nc1ccccc1N1CCCCC1)c1cccs1	13	-5	.	17	.	.	.
S=C(NCCc1ccccc1)N1CCn2cccc2C1c1ccncc1 (stereo not given)	8	10	6	-1	-2	4	1.2
COc1ccc(N2C(=O)CCC(C(=O)N3CCOCC3)C2c2ccc(F)cc2)cc1 (stereo not given)	.	-2	.	-7	.	0	.
COc1cccc(-c2ccc([C@H]3[C@@H](CO)N4C(=O)CN(C(=O)C5CCC5)C[C@@H]34)cc2)c1	-7	-3	3	-3	-9	.	-1.0
Cc1c(Cl)cccc1NC(=S)N(Cc1ccco1)C(C)c1ccccn1 (stereo not given)	-9	-9	-4	15	0	-1	-2.9
COc1ccc(CN(C(=O)c2ccc(-c3ccccc3)[nH]2)C(C(=O)NC(C)(C)C)c2ccncc2)cc1 (stereo not given)	-21	-3	12	12	1	-8	2.5
S=C(Nc1ccc(Cc2ccncc2)cc1)Nc1cccc(Cl)c1	6	11	13	8	-1	-3	0.6
O=C(Cn1nc(C(=O)O)c2ccccc2c1=O)Nc1cc(S(=O)(=O)N2CCCCC2)ccc1Cl	3	5	6	5	-5	.	-4.6
CCOc1ccc(C(=O)Nc2ccc3[nH]ncc3c2)cc1	.	5	2	-10	9	10	-2.1
CCNc1ccc(S(=O)(=O)N2CCCCC2)cn1	6	4	-8	5	10	-4	1.2
O=S(=O)(/N=C(\c1ccc(Cl)cc1)N1CCOCC1)c1ccccc1	13	0	.	-15	.	.	.
N=c1oc2ccccc2cc1C(=O)Nc1cccc(F)c1	-15	9	-45	-90	9	-3	0.5
O=C(c1cccnc1)N1CCC(Oc2ccc(C(=O)N3CCCC(O)C3)cc2)CC1 (stereo not given)	-4	2	-1	-9	-1	-6	-2.3
COc1ccc(NC(=O)C2C3CCC4C(CCC32)C4(Cl)Cl)cc1 (stereo not given)	2	10	.	-13	.	0	.
Cc1nc(C)c(-c2csc(Nc3ccc(S(N)(=O)=O)cc3)n2)s1	15	0	-9	-14	-3	-6	6.5
COc1ccc(-c2nc(N=Nc3ccc(O)cc3)n[nH]2)cc1	-10	-2	-20	-78	-22	-5	5.6
COCc1cccc(NC(=O)CCc2ccccc2)c1	2	-5	-33	-21	2	-2	-5.9
C[C@@H]1CN([C@@H](C)CO)C(=O)Cc2cc(NC(=O)CCC(F)(F)F)ccc2O[C@H]1CN(C)S(=O)(=O)c1cccs1	-5	.	2	.	3	1[16.7 µM]	-0.5
COc1ccc2c3c(n(C)c2c1)[C@@H](CO)N(C(C)=O)CC31CCN(C(=O)C2CCOCC2)CC1	6	.	11	.	13	.	2.1
CSc1ccc(Oc2cccc3c2S(=O)(=O)N([C@H](C)c2ccccc2)C[C@@H](COCc2ccccc2)O3)cc1C	-1	5	8	6	12	.	2.1
CC[n+]1c(/C=C/c2ccc(N(C)C)cc2)ccc2ccccc21	-36	.	48	90*	3	.	.
CC(C)C(=O)OC/C(O)=C(\C#N)c1nc2ccccc2[nH]1	-6	7	11	-8	14	-2	0.1
O=S1(=O)c2c(cccc2N2CCCC2)O[C@H](COCc2ccccc2)CN1C1CC1	-41	1	-2	13	-2	.	-0.5
CN1C(=O)c2cc(NC(=O)Cc3ccccc3)ccc2OC[C@@H]2O[C@@H](CC(=O)O)CC[C@@H]21	5	.	4	-9	-2	-17[16.7 µM]	0.0
